High-throughput results: PubChem, several laboratories
CRFBP-R2 agonist = agonists of human CRF-binding protein/CRF-R2 receptor complex | AID 588473 | HEK293 CRF-R2/CRF-BP, calcium dye fluorescence (FLIPR); percent of saturating CRF peptide response | 350,000 tested, 0.46% active | activation, % at 13.2 µM;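 active means activation of at least 50%, plus an integration ratio under a set limit after plate pattern correction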;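 further: plate controls were neutral control wells without compound for no effect and CRF at EC100 for full effect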
M4 PAM = positive allosteric modulators of human muscarinic M4 receptor. AID 624126. P08173. CHO-K1 hM4/Gqi5, Fluo-8 calcium fluorescence, ACh EC20; 0% = ACh EC20, 100% = maximal ACh. activation, % at 3 µM. 360,000 tested, 0.4% active;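 active means activation above its plate's cutoff, the mean activation of sample wells plus 3 SD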; further: some results filed as inactive read as strong as hits
p-CIP stab down = p/CIP protein destabilization; AID 1984; decrease of EGFP signal, % at 10 µM; 290,000 tested, 0.01% active; Q05BA5; F442A p/CIP-EGFP cells, EGFP fluorescence, 16 h;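 active means EGFP signal decrease of at least 30% at 10 µM or well 3 SD below plate mean, unless failing retest; inactive means the rest, including hits failing retest or dose response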; further: some compounds called inactive have numbers as strong as hits; many of its hits are not listed in these tables
Target sequence (Q05BA5 1-1403): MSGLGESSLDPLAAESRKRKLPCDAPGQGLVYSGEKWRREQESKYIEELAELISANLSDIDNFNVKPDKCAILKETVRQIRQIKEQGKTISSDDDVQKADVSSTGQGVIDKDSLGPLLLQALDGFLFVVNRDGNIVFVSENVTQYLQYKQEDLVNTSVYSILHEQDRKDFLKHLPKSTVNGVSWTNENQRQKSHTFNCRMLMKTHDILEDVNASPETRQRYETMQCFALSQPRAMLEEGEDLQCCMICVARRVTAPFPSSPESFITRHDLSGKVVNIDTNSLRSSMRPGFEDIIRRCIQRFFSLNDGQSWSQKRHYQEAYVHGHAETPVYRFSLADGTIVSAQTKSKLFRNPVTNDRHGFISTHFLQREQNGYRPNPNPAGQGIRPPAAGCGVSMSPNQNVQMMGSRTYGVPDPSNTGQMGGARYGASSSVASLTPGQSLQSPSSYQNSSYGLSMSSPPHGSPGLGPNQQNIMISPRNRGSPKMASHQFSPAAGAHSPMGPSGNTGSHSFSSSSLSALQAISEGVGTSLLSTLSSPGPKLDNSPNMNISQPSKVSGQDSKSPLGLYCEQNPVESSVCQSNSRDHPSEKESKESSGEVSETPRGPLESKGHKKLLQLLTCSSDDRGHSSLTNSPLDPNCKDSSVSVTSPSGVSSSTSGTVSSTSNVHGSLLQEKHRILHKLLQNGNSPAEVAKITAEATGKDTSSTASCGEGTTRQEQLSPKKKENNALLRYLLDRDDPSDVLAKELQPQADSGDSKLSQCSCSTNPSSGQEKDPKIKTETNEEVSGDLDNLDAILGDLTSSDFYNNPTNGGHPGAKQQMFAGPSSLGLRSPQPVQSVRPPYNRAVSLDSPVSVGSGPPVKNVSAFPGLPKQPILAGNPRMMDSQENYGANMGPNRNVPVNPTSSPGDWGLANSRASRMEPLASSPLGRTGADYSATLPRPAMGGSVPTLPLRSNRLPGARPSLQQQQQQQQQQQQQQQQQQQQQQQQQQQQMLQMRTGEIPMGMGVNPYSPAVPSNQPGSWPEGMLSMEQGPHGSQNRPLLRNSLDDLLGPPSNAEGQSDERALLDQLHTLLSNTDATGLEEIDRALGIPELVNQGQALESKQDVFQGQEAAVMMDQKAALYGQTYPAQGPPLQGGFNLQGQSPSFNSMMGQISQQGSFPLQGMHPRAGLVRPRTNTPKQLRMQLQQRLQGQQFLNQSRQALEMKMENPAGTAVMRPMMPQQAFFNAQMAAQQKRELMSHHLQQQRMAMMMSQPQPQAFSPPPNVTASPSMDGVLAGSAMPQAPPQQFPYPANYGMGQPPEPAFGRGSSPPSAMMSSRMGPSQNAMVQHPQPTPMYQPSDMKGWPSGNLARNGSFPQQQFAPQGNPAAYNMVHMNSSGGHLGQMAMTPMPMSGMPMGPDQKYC
MEKK3 PB1 HTS = MEKK3-MEK5 PB1 interaction, increase or decrease; Q99759; bead-based flow cytometry, Alexa488-MEK5 binding to MEKK3; actives lie on both sides; 0 = blocked by unlabeled MEK5, 100 = vehicle; binding response (% of control), % at 10 µM; 290,000 tested, 1.4% active;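 active means binding response more than 3 SD above or below the average of its plate-row segment, actives on both sides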;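 further: Alexa488 bead fluorescence after subtracting the streptavidin-only scavenger bead signal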
PHOSPHO1 block = PHOSPHO1 (human) inhibition | Q8TCT1 | recombinant PHOSPHO1, absorbance phosphatase assay | inhibition, % at 13.3 µM | 290,000 tested, 1.1% active | AID 1565; in the data active means inhibition above about 60%
IDE cell activ = IDE (human) activation, cell-based; P14735; HEK cells, FAbeta-B cleavage, fluorescence polarization; 0% vehicle, 100% cell-free pure enzyme wells; activation, % at 5.96 µM; 340,000 tested, 0.073% active;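 active means activation above the mean of all tested compounds plus 3 SD, set per screening campaign, cut at about 17% in these data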
GalR3 antagonist = blocks the human galanin receptor 3; inhibition, % at 3 µM; 360,000 tested, 0.44% active; HEK293 GalR3-CNG cAMP membrane potential fluorescence; galR3 body fused to GalR1 C-terminus; AID 651719;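 active means inhibition above the screen-wide average plus 3 SD, cut at about 13% in these data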;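 further: forskolin and galanin both at EC90 stimulate the cells; cAMP rise reported by CNG channel membrane potential dye signal; 0% = forskolin plus galanin with DMSO and 100% = forskolin alone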
CRFR2-BP antag = antagonists of CRF-binding protein/CRF-R2 receptor complex | HEK293 CRF-R2/CRF-BP, CRF-induced calcium fluorescence | inhibition, % at 11.8 µM | 350,000 tested, 0.59% active | AID 588475;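 active means inhibition of the ligand-induced calcium signal above about 50% at the single tested concentration, limit read from the data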
IDE inh = cellular human IDE inhibition; inhibition, % at 5.59 µM; HEK cells, FAbetaB cleavage, fluorescence polarization; P14735; 320,000 tested, 0.41% active;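 active means percent inhibition above the average of all tested compounds plus 3 SD, set per screening campaign, cut at about 16% in these data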;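 further: IDE supplied by intact live HEK cells; FP after avidin binding of uncleaved biotin substrate so inhibition keeps polarization high; 0% = DMSO wells and 100% = 60 µM reference IDE inhibitor Ii1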
* hit, by the source's call; . = no result given.

Results follow in this order: CRFBP-R2 agonist | M4 PAM | p-CIP stab down | MEKK3 PB1 HTS | PHOSPHO1 block | IDE cell activ | GalR3 antagonist | CRFR2-BP antag | IDE inh
CCCCSCCCNC(=O)c1cn(C)c2ccc(S(=O)(=O)N3CCCC3)cc2c1=O
  -0.6 | 0 | -6 | 103 | 49 | -4 | -1 | -9 | 2
CCCCOC(=O)c1ccc(NC(=S)NC(=O)c2ccco2)cc1
  -0.5 | 6 | 2 | 102 | 8 | -7 | 1 | -19 | 0
CC(=O)c1sc(NC(=O)Cc2c(F)cccc2Cl)nc1C
  -0.3 | 1 | -3 | 103 | 36 | -4 | -8 | -4 | 2
Cc1ccc(S(=O)(=O)NC(=O)c2ccccc2C)cc1
  -0.7 | 1 | -5 | 99 | 48 | 3 | -4 | -1 | 1
Cc1c(C)n(C)c2ccc(C(=O)NCCCN3CCCCC3C)cc12 (configuration not stated)
  -1.1 | -7 | -11 | 108 | 37 | 0 | 2 | -9 | 5
NNC(=O)c1ccc(S(=O)(=O)N2CCc3ccccc32)cc1
  0.1 | -4 | 3 | 104 | 14 | 4 | -11 | 6 | 2
CCCN1CCC(=O)N([C@H](COc2ccccc2)CC(C)C)CC1
  -0.4 | 2 | -3 | 103 | -7 | 5 | 0 | 1 | 0
CC(C)CC[n+]1ccn(C2=C([O-])c3ccccc3C(=O)/C2=N\S(=O)(=O)c2ccccc2)c1
  -1.6 | 8 | 3 | 89 | 12 | 5 | . | -11 | -1
Cc1ccc(S(=O)(=O)N2CCC(C(=O)N[C@@H](C)C(=O)NCC3CCCO3)CC2)cc1 (some centres not stated)
  -1.6 | -7 | -6 | 102 | 28 | 4 | -2 | 7 | -2
O=c1ncn(-c2cccc([N+](=O)[O-])c2)c2ccccc12
  -0.9 | 1 | . | . | . | 0 | -1 | 22 | 1

Filtered by structure: the compounds so far containing nitrogen in an aromatic ring (five)
Results follow in this order: CRFBP-R2 agonist | M4 PAM | p-CIP stab down | MEKK3 PB1 HTS | PHOSPHO1 block | IDE cell activ | GalR3 antagonist | CRFR2-BP antag | IDE inh
CCCCSCCCNC(=O)c1cn(C)c2ccc(S(=O)(=O)N3CCCC3)cc2c1=O
  -0.6 | 0 | -6 | 103 | 49 | -4 | -1 | -9 | 2
CC(=O)c1sc(NC(=O)Cc2c(F)cccc2Cl)nc1C
  -0.3 | 1 | -3 | 103 | 36 | -4 | -8 | -4 | 2
Cc1c(C)n(C)c2ccc(C(=O)NCCCN3CCCCC3C)cc12 (configuration not stated)
  -1.1 | -7 | -11 | 108 | 37 | 0 | 2 | -9 | 5
CC(C)CC[n+]1ccn(C2=C([O-])c3ccccc3C(=O)/C2=N\S(=O)(=O)c2ccccc2)c1
  -1.6 | 8 | 3 | 89 | 12 | 5 | . | -11 | -1
O=c1ncn(-c2cccc([N+](=O)[O-])c2)c2ccccc12
  -0.9 | 1 | . | . | . | 0 | -1 | 22 | 1

Following part
Results follow in this order: CRFBP-R2 agonist | M4 PAM | p-CIP stab down | MEKK3 PB1 HTS | PHOSPHO1 block | IDE cell activ | GalR3 antagonist | CRFR2-BP antag | IDE inh
O=C1c2ccccc2S(=O)(=O)c2cc(C(=O)N3CCCC3)ccc21
  -3.1 | 4 | . | 103 | . | 6 | -2 | -2 | -1
COc1ccc(CN(C(=O)Cc2cccs2)C(C(=O)NC2CCCC2)c2ccncc2)cc1 (configuration not stated)
  0.5 | -1 | -2 | 96 | 37 | 0 | 8 | -1 | -2
Cc1ccc(S(=O)(=O)N(C)C[C@@H]2Oc3ccc(NS(=O)(=O)c4ccccc4)cc3CC(=O)N([C@@H](C)CO)C[C@H]2C)cc1
  0.3 | 2 | . | . | . | 5 | 0 | 43 | .
CCOC(=O)C1CCN(CC(O)COCc2ccc(Cl)cc2)CC1 (configuration not stated)
  -1.6 | -5 | -7 | 106 | -26 | 7 | 2 | 3 | -3
OCCC1CN(Cc2nc3ccccc3s2)CCN1C1CCCC1 (configuration not stated)
  -0.2 | -28 | -7 | 95 | 28 | 3 | -4 | 40 | 1
O=C(c1cccs1)N1CCN(c2nc3ccc([N+](=O)[O-])cc3s2)CC1
  -0.1 | -3 | . | . | . | 1 | -3 | 4 | 1
Cn1cccc1CC(=O)NNC(=S)Nc1ccc(Cl)cc1Cl
  0.7 | 14 | 3 | 108 | -22 | 2 | -2 | -6 | 0
O=C(COc1cccc2c1CCN(Cc1ccc(Br)cc1)C2=O)N1CCOCC1
  5.6 | -5 | -1 | 65 | 42 | 2 | -1 | 45 | 5
O=C(Cn1nnc(-c2ccncc2)n1)N1CCc2ccccc21
  1.0 | -2 | -12 | 100 | 2 | 6 | -3 | 8 | -1
COc1cc(C2C(C#N)=C(N)Oc3n[nH]c(C)c32)ccc1OC(=O)c1ccccc1 (configuration not stated)
  -1.0 | 9 | -20 | 101 | -6 | -8 | -7 | 21 | -1

Next section.
Results follow in this order: CRFBP-R2 agonist | M4 PAM | p-CIP stab down | MEKK3 PB1 HTS | PHOSPHO1 block | IDE cell activ | GalR3 antagonist | CRFR2-BP antag | IDE inh
CC(=O)Oc1ccc2nc(/C=C/c3ccc(C=O)cc3)oc(=O)c2c1
  0.2 | -3 | -5 | 112 | . | 5 | -9 | -7 | 3
COc1ccc(S(=O)(=O)Nc2cc(OC)c(NC(=O)c3ccco3)cc2OC)cc1
  -0.4 | 0 | -1 | 101 | 12 | -3 | 1 | 13 | 0
O=C(CSc1nnnn1-c1ccccc1)Nc1ncc2c(n1)CC(c1ccco1)CC2=O (configuration not stated)
  2.4 | -12 | 6 | 94 | -8 | 2 | -4 | 2 | 11
O=C(COc1ccc(Br)cc1)NNC(=O)c1cc(S(=O)(=O)N2CCOCC2)ccc1Cl
  -0.3 | 6 | . | . | . | 0 | -3 | 4 | .
CC1CC/C(=N/Nc2ccccc2)C(=O)N1 (configuration not stated)
  -0.3 | 3 | 9 | 103 | -2 | 6 | 4 | -39 | -2
CCN(CC(=O)NCc1cccs1)C(=O)CCOc1ccccc1
  -3.1 | 4 | . | . | . | -1 | -4 | 5 | -1
CCC1CCCCN1C(=S)NC(=O)c1ccco1 (configuration not stated)
  -0.6 | 5 | . | . | . | -5 | -3 | 3 | -5
CCN1C(=O)CS/C1=C(\C#N)S(=O)(=O)c1ccccc1
  6.0 | -2 | -22 | 87 | -7 | -8 | -5 | -9 | 4
Cc1noc(C)c1C(=O)NCCC1=CCCCC1
  -0.9 | 8 | 4 | 105 | 1 | 5 | -4 | 9 | 0
CC[C@@H](C)[C@@H](C(=O)N1CCN(C(=O)OC(C)(C)C)CC1)n1cc(CCCCNC(=O)OC(C)(C)C)nn1
  -2.8 | -15 | 7 | 99 | 26 | 6 | -2 | -2 | -5

Reformatted comma-delimited: part of the list above.
Structure,CRFBP-R2 agonist,M4 PAM,p-CIP stab down,MEKK3 PB1 HTS,PHOSPHO1 block,IDE cell activ,GalR3 antagonist,CRFR2-BP antag,IDE inh
COc1cc(C2C(C#N)=C(N)Oc3n[nH]c(C)c32)ccc1OC(=O)c1ccccc1 (configuration not stated),-1.0,9,-20,101,-6,-8,-7,21,-1
CC(=O)Oc1ccc2nc(/C=C/c3ccc(C=O)cc3)oc(=O)c2c1,0.2,-3,-5,112,.,5,-9,-7,3
COc1ccc(S(=O)(=O)Nc2cc(OC)c(NC(=O)c3ccco3)cc2OC)cc1,-0.4,0,-1,101,12,-3,1,13,0
O=C(CSc1nnnn1-c1ccccc1)Nc1ncc2c(n1)CC(c1ccco1)CC2=O (configuration not stated),2.4,-12,6,94,-8,2,-4,2,11

Going on with the list.
Results follow in this order: CRFBP-R2 agonist | M4 PAM | p-CIP stab down | MEKK3 PB1 HTS | PHOSPHO1 block | IDE cell activ | GalR3 antagonist | CRFR2-BP antag | IDE inh
CCOC(=O)c1cc(-c2ccc(F)cc2)nc2c1c(=O)[nH]c(=O)n2Cc1ccccc1
  -0.1 | 1 | -10 | 102 | 12 | 4 | -4 | 11 | 0
CC1C(=O)Nc2ccc(S(=O)(=O)N3CCN(c4cccc(Cl)c4)CC3)cc2NC1=O (configuration not stated)
  4.6 | -10 | -5 | 103 | 20 | -9 | . | -42 | 4
COC(=O)/C=C1\NC(=O)C(C)S1 (configuration not stated)
  -1.0 | -2 | -7 | 103 | 24 | 3 | -9 | 10 | 3
O=C(CNS(=O)(=O)c1cccc(Cl)c1)Nc1ccc(-c2nc3ccccc3s2)cc1
  -1.3 | 2 | 0 | 110 | -9 | 2 | -1 | 21 | 2
O=C1CCCC(NCCCCCCNC2=C([N+](=O)[O-])C(=O)CCC2)=C1[N+](=O)[O-]
  0.7 | 0 | 7 | 86 | 7 | -1 | -1 | -1 | .
Nc1ccc(O)cc1C(=O)OCC(=O)c1ccc(C2CCCCC2)cc1
  0.5 | -2 | -13 | 104 | 14 | -4 | 5 | 1 | 5
NC1=NC[C@H](c2ccccc2)N1CCc1cccc(F)c1
  -1.0 | -1 | -12 | 99 | 25 | 2 | -2 | 0 | 5
Cc1ccnc(NC(=O)c2ccccc2NC(=O)C(C)(C)C)c1
  2.5 | 2 | 1 | 96 | -3 | 4 | 1 | 29 | 4
COc1ccc(C(=O)COC(=O)c2ccccc2C(=O)N(C)c2ccccc2)c(OC)c1
  -1.6 | 7 | . | . | . | 4 | -3 | -5 | 2
O=C(O)CN1C(=O)/C(=C/C=C/c2ccccc2)SC1=S
  2.7 | 2 | -5 | 102 | 19 | 3 | -5 | 1 | 3

Remaining list, next part:
Results follow in this order: CRFBP-R2 agonist | M4 PAM | p-CIP stab down | MEKK3 PB1 HTS | PHOSPHO1 block | IDE cell activ | GalR3 antagonist | CRFR2-BP antag | IDE inh
O=C(Nc1cccc(Cl)c1)c1ccc(-n2cncn2)c([N+](=O)[O-])c1
  -0.1 | -5 | 6 | 101 | 29 | -6 | 1 | 3 | 7
CN(C)CCNC(=O)c1cc(Br)ccc1Cl
  4.0 | -3 | -8 | 100 | 22 | 0 | -6 | 6 | -4
O=C(/C=C/c1ccco1)OCC1CCCN2CCCCC12 (configuration not stated)
  4.9 | -9 | -1 | 109 | -3 | -8 | -4 | -9 | -5
O=[N+]([O-])c1cccc(-c2nc(-c3cccs3)c(-c3cccs3)[nH]2)c1
  -0.5 | -6 | -18 | . | 46 | 7 | -7 | -4 | 8
Cc1ccc(CCNC(=O)C2CC(c3ccccc3[N+](=O)[O-])=NO2)cc1 (configuration not stated)
  -3.0 | 2 | -22 | 106 | 42 | 9 | -8 | 9 | 2
COc1ccccc1-c1cc(-c2ccccc2)nc(=O)[nH]1
  0.4 | 1 | 0 | 110 | 33 | -3 | -12 | 1 | 4
Cc1cc(/C=N/Nc2ccc([N+](=O)[O-])cn2)c(C)n1-c1ccc(C(=O)O)cc1
  -2.2 | -11 | -16 | 96 | 9 | -7 | -8 | -28 | 5
C/C(=N/NC(=O)CCCOc1ccc(Cl)cc1Cl)c1ccc(C)o1
  -0.3 | -13 | 4 | 103 | 6 | -1 | -5 | -4 | 3
CN1CCC(N(C)C(=S)NCCc2ccccc2)CC1
  1.1 | -10 | 2 | 98 | 8 | 2 | -8 | -5 | 2
CCCc1c(-c2ccc(O)cc2)nn(-c2ccc(O)cc2)c1-c1ccc(O)cc1
  4.9 | 3 | 7 | 112 | -1 | 1 | . | 10 | -4
CCOC(=O)c1c(NC(=O)c2ccoc2C)sc(C(=O)N(C)C)c1C
  0.6 | 0 | -11 | 108 | 15 | 5 | -5 | -3 | -2
O=C(NC(=S)Nc1ccc(-c2ccccc2)cc1)c1ccccc1
  0.0 | 2 | . | . | . | -5 | -4 | -10 | .

Rows were taken by chance; overall some 4.2% were active at least once.
